Bioassay records deposited in PubChem BioAssay by Broad Institute.
BL2 CD40 inh: inhibitors of CD40-induced NF-kB signaling, primary screen, BL2 cells, luciferase reporter, single point. AID 1053188, 2014. actives 0.94% (n = 83,000). inhibition, % at 10 µM. CD40L-induced, 4 h;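 active = mean inhibition of at least 50% with a set share of replicates also reaching that level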;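 also: 0% = neutral control wells and 100% = IKK inhibitor VII at 50 µM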
The depositor's hits bear a star; [ ] = remark or other dose. Not all compounds are listed; the hit share may differ from the screen's.

BL2 CD40 inh | compound
28.4 | Cn1c(=O)oc2cc(S(=O)(=O)NCCC(=O)Nc3ccc4c(c3)OCCO4)ccc21
1.2 | O=C(Cc1cccnc1)N1CC(=O)N2[C@H](C1)[C@@H](c1ccc(C#CC3CCCC3)cc1)[C@@H]2CO
0.3[25 µM] | O=C(CC(F)(F)F)N1C[C@@H]2[C@H](c3ccccc31)[C@@H](CO)N2C(=O)C1CCCCC1
7.8 | O=C(N/N=C/c1c[nH]c2ccc(Br)cc12)c1ccncc1
6.8 | O=C(c1ccc(S(=O)(=O)N2CCOCC2)cc1)N1CCN(c2ccccn2)CC1
-15.3 | Cc1cnc(C(=O)Oc2ccc(-c3ccccc3)cc2)cn1
9.2 | CCN(CC)S(=O)(=O)c1ccc(N2CCOCC2)c(NC(=O)CN2C(=O)NC3(CCCC3)C2=O)c1
12.9 | Brc1cnc(N2CCCCC2)nc1N1CCOCC1
1.0 | N#Cc1c2c(c(Nc3ccccc3)n3c1nc1ccccc13)CCC2
-4.9 | O=C(NCCCCCc1nc2ccccc2[nH]1)c1ccccc1Cl
-20.8 | Nc1nnc(-c2ccc(Cl)c(Cl)c2)s1
-13.7 | Cc1ccc2c(COC(=O)C3CC(=O)N(c4ccc5c(c4)OCCO5)C3)cc(=O)oc2c1 (stereo not given)
16.0 | CCCCCOC(=O)c1ccccc1C(=O)O
-4.5 | O=C(O)c1csc(-n2nc(-c3ccccc3)cc2C(F)(F)F)n1
3.8 | COc1ccc(S(=O)(=O)N2CCCCCC2)cc1NC(=O)Cc1ccc(OC)c(OC)c1

Following part.
BL2 CD40 inh | compound
4.1 | COc1ccc(-c2nc(CNS(=O)(=O)c3ccc(OC)c(OC)c3)cs2)cc1
0.3 | CO[C@H]1CN(C)C(=O)c2ccc(NC(=O)C3CCCC3)cc2OC[C@@H](C)N(CC2CC2)C[C@@H]1C
12.2 | O=C(Nc1ccccc1)N1CC(=O)N2[C@H](C1)[C@H](c1ccc(C#CC3CCCC3)cc1)[C@@H]2CO
0.0 | CCCN(CCO)Cc1ccc2ccccc2c1
6.9 | Cn1c(=O)c2[nH]c(SCCN3CCCCC3)nc2n(C)c1=S
24.8 | O=C(N/N=C1\CCc2ccccc21)c1ccccc1O
13.7 | CCCc1cc(C(F)(F)F)c(C#N)c(=O)[nH]1
6.5 | O=C(Nc1ccc(N2CCOCC2)c(Cl)c1)c1ccc(-n2cnnc2)cc1
-1.9 | OCC1OC(n2cnc3c(N4CCCCC4)ncnc32)C(O)C1O (stereo not given)
-20.8[25 µM] | C[C@@H]1CN([C@@H](C)CO)C(=O)Cc2cc(NC(=O)Cn3cnnn3)ccc2O[C@@H]1CN(C)C(=O)Nc1ccc(C(F)(F)F)cc1
-77.4 | CC(C)c1ccc2oc(-c3ccc(NC(=O)c4ncn[nH]4)cc3)nc2c1
-0.1 | Nc1nnc(SCC(=O)Nc2ccc(N3CCOCC3)cc2)s1
8.7 | COc1ccc(-c2ccc(S(=O)(=O)NCC3CCCO3)cc2)cc1 (stereo not given)
13.1 | c1ccc2c3c(c(CN4CCCC4)cc2c1)COC3
11.3 | O=C(O)c1ccc(Cn2cnc3c(=S)nc[nH]c32)cc1

Continued; it opens with the 5 that closed the last part.
BL2 CD40 inh | compound
-77.4 | CC(C)c1ccc2oc(-c3ccc(NC(=O)c4ncn[nH]4)cc3)nc2c1
-0.1 | Nc1nnc(SCC(=O)Nc2ccc(N3CCOCC3)cc2)s1
8.7 | COc1ccc(-c2ccc(S(=O)(=O)NCC3CCCO3)cc2)cc1 (stereo not given)
13.1 | c1ccc2c3c(c(CN4CCCC4)cc2c1)COC3
11.3 | O=C(O)c1ccc(Cn2cnc3c(=S)nc[nH]c32)cc1
3.5 | Cc1cc(N2CCCC2)ccc1NC(=O)CN1C(=O)NC(C)(c2ccccc2)C1=O (stereo not given)
9.1 | Nc1ccc2nc(CCCCCCc3nc4ccc(N)cc4[nH]3)[nH]c2c1
5.7 | O=C(Cc1ccccc1F)OCC(=O)N1CCN(C(=O)c2ccco2)CC1
7.8 | CC(OC(=O)c1cc(S(=O)(=O)N2CCOCC2)ccc1F)C(=O)NC1CCCC1 (stereo not given)
-8.3 | O=C(CN1CCCC1)Nc1ccc(Br)cc1
3.6 | CCN1CCN(c2ccc(S(=O)(=O)N3CCCCC3)cc2NC(=O)/C=C/c2ccc(OC)c(OC)c2)CC1
2.2 | CCCNC(=O)C1(C)CCCN(C(=O)/C=C/c2ccccc2)C1 (stereo not given)
2.4 | O=C(Nc1cccc(Cl)c1)N[C@@H]1CC[C@H](CCNC(=O)C2CCCC2)O[C@@H]1CO
-7.8 | Nc1nc(N2CCN(Cc3ccccc3)CC2)n[nH]1
0.6 | COC(=O)COC(=O)c1ccc(O)cc1
-4.8 | O=C(Nc1cccnc1)C1(c2ccccc2)CCCC1
4.9 | COCCN(C(=O)C(C)N1C(=O)c2ccccc2C1=O)c1c(N)n(CC(C)C)c(=O)[nH]c1=O (stereo not given)
-9.6 | CCSc1nc2ccc(C)cc2cc1C#N
4.8 | Cc1ccc(NC(=O)Cc2nc(CN(C)CC(=O)Nc3ccc(C)cc3)cs2)cc1
5.3[25 µM] | CCCC#Cc1ccc([C@H]2[C@@H](CO)N3C(=O)CN(C(=O)Nc4cccc(F)c4)C[C@H]23)cc1

Entries from the list above containing two or more sulfur atoms, in the order listed:
BL2 CD40 inh | compound
4.1 | COc1ccc(-c2nc(CNS(=O)(=O)c3ccc(OC)c(OC)c3)cs2)cc1
6.9 | Cn1c(=O)c2[nH]c(SCCN3CCCCC3)nc2n(C)c1=S
-0.1 | Nc1nnc(SCC(=O)Nc2ccc(N3CCOCC3)cc2)s1

Remaining list, next part
BL2 CD40 inh | compound
11.9 | O=S(=O)(NC1CCN(Cc2ccccc2)CC1)c1ccc2ccccc2c1
-10.5[25 µM] | N#C[C@H]1[C@@H](c2ccccc2)[C@H](CO)N1C(=O)c1ccc2c(c1)OCO2
5.5 | O=C(C[C@@H]1CC[C@@H]2[C@H](COC[C@H](O)CN2S(=O)(=O)c2ccc(Cl)cc2)O1)NCCN1CCCCC1
6.7 | COCCn1nnnc1C(c1cccs1)N1CCCC(C)C1 (stereo not given)
3.0 | COc1cccc(NC(=O)CN(C)C(=O)c2c(C)nn(-c3ccccc3)c2Cl)c1
9.3 | COCCNC(=O)Cn1cc(C(=O)c2cccs2)c2ccccc21
5.3 | O=C(CN(Cc1ccco1)C(=O)c1ccc(N2CCCC2=O)cc1)Nc1ccccc1C(F)(F)F
-3.9[25 µM] | CC(C)CC#Cc1ccc([C@H]2[C@@H](CO)N3C(=O)CN(C(=O)Nc4cc(F)ccc4F)C[C@H]23)cc1
-23.4 | CC(=O)Nc1ccc(NC(=O)c2cc(S(=O)(=O)N3CCCCC3)ccc2C)cc1
13.8 | CN(C)C(=O)c1cccc(-c2ccc([C@H]3[C@@H](C#N)N(C(=O)C4CCCC4)[C@H]3CO)cc2)c1
3.8 | CCOc1ccc(NC(=O)COC(=O)c2cc(S(=O)(=O)N3CCCC3)ccc2C)cc1
13.2 | O=S(=O)(Nc1ccc(-c2csc(-c3ccccc3)n2)cc1)c1ccccc1
-7.4 | COc1ccc(-c2ccc(-c3noc(C4CCCCC4)n3)c(OC)n2)cc1
2.2 | Cc1ccc(C2(c3noc(CN(C)CC4CCCCO4)n3)CCCC2)cc1 (stereo not given)
-3.7 | O=C(CS(=O)(=O)Cc1ccccc1)NCc1ccc2c(c1)OCO2

(continued)
BL2 CD40 inh | compound
-2.9 | O=C(Cn1ccc(C(F)(F)F)n1)NNC(=O)c1ccco1
-2.2 | O=C(C[C@@H]1C[C@@H]2c3cc(NC(=O)C4CCOCC4)ccc3O[C@@H]2[C@H](CO)O1)NC1CCCC1
1.3 | CCCn1c(SCC(=O)N2c3ccccc3CC2C)n[nH]c1=O (stereo not given)
5.6 | CC(C)Cc1cc(C(=O)O)c2ccccc2n1
-1.7 | N#C[C@H]1[C@@H](c2ccc(-c3ccncc3)cc2)[C@@H](CO)N1C(=O)C1CCCC1
6.7 | O=C(CC1SC(N2CCCCC2)=NC1=O)Nc1ccc(C(=O)NCc2ccccc2)cc1 (stereo not given)
4.1 | CN(Cc1ccccc1)C(=O)CCNC(=O)Cn1cnc2ccccc2c1=O
-38.7 | O=C(N/N=C/c1ccc[nH]1)c1ccc(O)cc1
-17.2 | COc1cc(/C=C/C(=O)CC(=O)/C=C/c2ccc(O)c(OC)c2)ccc1O
-19.5[25 µM] | C[C@@H]1CN([C@H](C)CO)C(=O)CCCn2cc(nn2)CO[C@H]1CN(C)Cc1cccc2c1OCCCO2
-6.3 | COc1ccccc1C(=O)NCc1ccccn1
41.9 | COc1ccc(-c2nc3ccccc3[nH]2)cc1
-28.7 | CCN(CC(=O)Nc1ccc2c(c1)OCCO2)S(=O)(=O)c1cccs1
2.1 | CCCN(C(=O)c1cccc(S(=O)(=O)N2CCN(Cc3ccccc3)CC2)c1)C1CCS(=O)(=O)C1 (stereo not given)
-1.0[25 µM] | Cc1cccc(S(=O)(=O)N2CC[C@@H]3[C@H](CO)N(C)c4ccc(-c5cccc(C#N)c5)cc4[C@@H]32)c1

Additional structures
BL2 CD40 inh | compound
0.7 | CCOc1ccc(S(=O)(=O)N2CCOCC2)cc1NC(=O)CCOc1ccc(C(C)(C)C)cc1
1.7 | O=C(N/N=C/C=C/c1ccco1)C(O)c1ccccc1 (stereo not given)
-104.1 | Cc1cc(-c2ccc(C(=O)O)s2)cnc1N
1.2 | COc1ccc(CC(=O)NCC(c2ccc(OC)cc2)N(C)C)cc1 (stereo not given)
13.5[25 µM] | O=C(c1cnccn1)N1CC(=O)N2[C@H](CO)[C@@H](c3ccc(/C=C/c4ccccc4)cc3)[C@H]2C1
-107.3 | O=C(COc1cnc2ccccc2n1)NCCC1=CCCCC1
0.7 | O=C(NCc1ccc2c(c1)OCO2)c1ccc(CN2CCOCC2)cc1
1.8[25 µM] | C[C@H](NC(=O)C[C@H]1CC[C@H]2[C@@H](COC[C@@H](O)CN2C(=O)Nc2cccc(Cl)c2)O1)c1ccccc1
0.2 | COc1ccc(OCC2CCCN(Cc3nc(CC4CC4)no3)C2)cc1 (stereo not given)
-1.8 | CC(C)C(NC(=O)C1CC(=O)N(Cc2ccccc2)C1)c1nc2ccccc2[nH]1 (stereo not given)
10.5 | Cc1ccccc1NC(=O)CN1C(=O)COc2ccc(S(=O)(=O)N3CCCC3)cc21
-0.2 | O=C(c1cccc(F)c1)N1C[C@@H]2[C@H](c3ccccc31)[C@@H](CO)N2C(=O)c1cccc(F)c1
34.1 | CCc1cc(C(c2cccc(OC)c2)N2CCOCC2)c(NC(=O)c2ccccc2)s1 (stereo not given)
7.5 | Cc1ccc(S(=O)(=O)NCCC(=O)N(C)Cc2cccs2)cc1
5.9 | Cc1ccc(S(=O)(=O)Nc2cccc(C(=O)NCC(c3ccc(F)cc3)N3CCOCC3)c2)cc1 (stereo not given)

Structural class: the compounds so far containing bromine.
BL2 CD40 inh | compound
7.8 | O=C(N/N=C/c1c[nH]c2ccc(Br)cc12)c1ccncc1
12.9 | Brc1cnc(N2CCCCC2)nc1N1CCOCC1
-8.3 | O=C(CN1CCCC1)Nc1ccc(Br)cc1

(next part)
BL2 CD40 inh | compound
-9.2 | Cn1cccc1C(=O)OCC(=O)NCCCc1ccccc1
15.1 | CC(=O)N(C)c1ccc(N=Nc2ccc3ncccc3c2)cc1
16.5[25 µM] | O=C(Nc1ccc(F)cc1)N1CCCCN2[C@H](C1)[C@H](c1ccc(C#CC3CC3)cc1)[C@@H]2CO
5.2 | CC1CCCN(C(=O)CN(C)S(=O)(=O)c2ccc3c(c2)c(=O)n(C)c(=O)n3C)C1 (stereo not given)
6.0 | O=C(Oc1ccc2c3c(c(=O)oc2c1)CCCC3)c1ccco1
-39.9 | C[C@@H]1CCCCO[C@@H](CN(C)CC2CCCCC2)[C@H](C)CN([C@@H](C)CO)C(=O)c2cc(NC(=O)CCCCCC(=O)Nc3ccccc3N)ccc2O1
7.2 | O=C(NCc1ccco1)NC12CC3CC(CC(C3)C1)C2
5.4 | COCC(C)NC(=O)C(C)Oc1ccccc1 (stereo not given)
2.2 | Cc1cc(N)n(Cc2ccc(Cl)cc2)n1
-7.2[25 µM] | COc1ccccc1-c1ccccc1[C@H]1[C@@H](CO)N(C(=O)C2CCOCC2)[C@H]1C#N
-9.9 | O=C(Cc1ccccc1)NNc1c2ccccc2nc2ccccc12
8.5 | Cc1[nH]c(=O)c(C#N)c(C)c1Cl
-15.1 | CC(C)N1CCC(n2nccc2NC(=O)c2ccc3c(c2)OCO3)CC1
6.9 | CN(C)CCCNc1ncc(C(F)(F)F)cc1Cl
-4.2 | CCN(Cc1ccccc1)S(=O)(=O)c1cc(C(=O)O)ccc1OC

Continued.
BL2 CD40 inh | compound
-2.4 | O=C(O)CCCNC(=O)CCCn1nnc2ccccc2c1=O
1.3 | CCC(CC)NC(=O)c1cc(OC)c(OC)cc1[N+](=O)[O-]
11.8 | Cn1c(N2CCN(C(=O)Nc3ccc(F)cc3)CC2)nc2ccccc21
15.1[25 µM] | O=S(=O)(c1ccc(F)cc1)N1CCCCN2[C@H](CO)[C@H](c3ccc(-c4cncnc4)cc3)[C@@H]2C1
5.2 | N#Cc1c(-c2ccco2)ccn(Cc2ccc(F)cc2)c1=O
-8.0 | C[C@@H]1CN([C@H](C)CO)C(=O)c2ccccc2-c2ccccc2CO[C@@H]1CN(C)Cc1ccc(C(=O)O)cc1
22.6 | CCc1nnc(N2C(=N)SCC2=O)s1
-1.5 | O=C(c1ccccc1)N1CCN(S(=O)(=O)c2ccc(Cl)c(C(F)(F)F)c2)CC1
5.9 | CCOC(=O)N1CCN(C(=O)COC(=O)C2CCN(S(=O)(=O)c3c(Cl)cccc3Cl)CC2)CC1
-5.1 | C[C@@H]1CN([C@H](C)CO)C(=O)CCCn2nncc2CO[C@@H]1CN(C)C(=O)Nc1ccc(N2CCN(C)CC2)cc1
3.6[25 µM] | CC=Cc1ccc2n(c1=O)C[C@H]1[C@H](CO)[C@@H](C(=O)NCc3ccccc3Cl)N(S(C)(=O)=O)[C@@H]21 (mixture of isomers)
9.8 | Cc1[nH]c2ccc(C(=O)OC(C)C(=O)N(C)c3ccccc3)cc2c1C (stereo not given)
-2.6[25 µM] | C[C@@H]1CN([C@H](C)CO)C(=O)c2cc(NC(=O)C3CCCCC3)ccc2O[C@H]1CN(C)Cc1ccc2c(c1)OCO2
11.1 | COc1ccc(C(C)=NOC(=O)c2c(-c3ccccc3Cl)noc2C)cc1CN1CCOCC1
1.7 | O=C(c1cnn2c(C(F)(F)F)cc(-c3cccs3)nc12)N1CCOCC1
